Screens deposited in PubChem BioAssay by National Center for Advancing Translational Sciences (NCATS).
ALOX12 inh: inhibitors of human 12S-lipoxygenase ALOX12; P18054; Potency, µM (top dose mostly 108 µM), for inactives: at the top dose activity change, negative = inhibition, actives largely listed as inhibitors; purified 12hLO, xylenol orange hydroperoxide absorbance; AID 1671190; 1.1% of 580,000 active; further: potency means the concentration at half of the fitted maximal effect; on the % scale 0 is the no-effect control and ±100 the full control effect
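Hydroperoxide product was detected by ferrous iron/xylenol orange as the 573 to 405 nm absorbance ratio. Arachidonic acid at 40 uM (final) was turned over for 30 min at room temperature by 150 nM human 12hLO, pH 7.0 Hepes buffer, after 15 min compound preincubation.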
APEX1 inh: APE1 (human) endonuclease inhibition | P27695 | recombinant APE1, TAMRA/BHQ-2 abasic DNA cleavage fluorescence | Potency, µM (series often up to 65.8 µM), inactives show at the highest dose activity change, negative = inhibition, actives largely listed as inhibitors | 0.35% of 350,000 active;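 further: potency means the concentration at half of the fitted maximal effect; plate controls were vehicle for no effect and reference inhibitor for full effect; nearly all actives have a fitted effect of over 55% in size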
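Enzyme (0.75 nM final) and test compound are incubated 15 min at room temperature before adding 50 nM quenched THF abasic-site duplex. Cleavage dequenches TAMRA, followed at 525/598 nm over three reads one minute apart.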
POLB inh: blocks human DNA polymerase beta activity. Pol beta primer extension/strand displacement, fluorescence kinetic. 1.3% of 340,000 active. AID 485314. Potency, µM (top dose mostly 114 µM), for inactives: top-dose activity change, negative = inhibition, actives largely listed as inhibitors; further: potency means the concentration at half of the fitted maximal effect; on the % scale 0 is the no-effect control and ±100 the full control effect
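Human Pol beta at 10 nM; strand-displacement substrate 50 nM final. Compound exposure 15 min at room temperature before start, reaction 10 min at room temperature.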
BLM inh: blocks DNA unwinding by human BLM helicase. recombinant BLM DNA unwinding, fluorescence dequenching. 0.2% of 350,000 active. Potency, µM (top dose mostly 56.1 µM), without a hit: at the top dose activity change, negative = inhibition, most hits filed as inhibitors. P54132;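 further: potency means the concentration at half of the fitted maximal effect; plate controls were vehicle for no effect and no enzyme for full effect; nearly all actives have a fitted effect of over 35% in size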
ERG-DNA inh: inhibitors of human ERG Ets domain-DNA interaction. 0.028% of 370,000 active. Potency, µM (titrated, usually from 76.9 µM), for the others: at the highest dose FP activity, negative = inhibition, most hits filed as inhibitors. fluorescence polarization, His-ERG Ets domain / labelled DNA. P11308; active means well fitted inhibition curve with a large enough effect in the polarisation, with a control signal flat; inconclusive means small, poorly fitted or top-dose-only effect, or effect the other way, or a change in a side signal; inactive means no such curve, though single readings can be large or run the other way; the % refers to the polarisation;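 further: polarization taken with two DNA probes labelled with fluorescein and Texas red; potency means the concentration at half of the fitted maximal effect; % of control where 0% means no effect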
Target sequence (P11308 whole entry, looked up, the tested form may be a part): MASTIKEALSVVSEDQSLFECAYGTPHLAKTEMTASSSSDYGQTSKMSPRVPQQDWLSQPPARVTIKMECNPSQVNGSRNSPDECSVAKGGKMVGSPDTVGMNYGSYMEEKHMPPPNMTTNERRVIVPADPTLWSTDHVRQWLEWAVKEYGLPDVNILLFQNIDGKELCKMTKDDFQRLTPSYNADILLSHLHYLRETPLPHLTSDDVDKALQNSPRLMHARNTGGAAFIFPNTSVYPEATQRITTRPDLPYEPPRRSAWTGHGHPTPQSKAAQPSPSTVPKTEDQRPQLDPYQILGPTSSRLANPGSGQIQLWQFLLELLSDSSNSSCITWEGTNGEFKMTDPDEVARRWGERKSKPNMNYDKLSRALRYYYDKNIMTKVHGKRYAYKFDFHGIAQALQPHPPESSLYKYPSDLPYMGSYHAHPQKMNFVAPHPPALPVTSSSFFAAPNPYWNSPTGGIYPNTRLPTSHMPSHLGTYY
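His-tagged ERG Ets domain (1 uM in the protein solution; 300mM KCl, 50mM Tris-HCl, 1mM EDTA, 1mM DTT, pH 7.5) received compound, then a probe mix of 5 nM fluorescein-DNA and 100nM Texas-615-DNA. Fluorescence polarization was read for both dyes.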
TRHR agonist: TRH receptor (human) agonism; P34981; TRHR cells, calcium flux fluo-8, FDSS agonist mode; activation, % at 2 µM; 0.18% of 360,000 active; AID 493084; in the data active means activation above about 30%; further: 0% is about no effect
Target sequence (P34981 whole entry, looked up): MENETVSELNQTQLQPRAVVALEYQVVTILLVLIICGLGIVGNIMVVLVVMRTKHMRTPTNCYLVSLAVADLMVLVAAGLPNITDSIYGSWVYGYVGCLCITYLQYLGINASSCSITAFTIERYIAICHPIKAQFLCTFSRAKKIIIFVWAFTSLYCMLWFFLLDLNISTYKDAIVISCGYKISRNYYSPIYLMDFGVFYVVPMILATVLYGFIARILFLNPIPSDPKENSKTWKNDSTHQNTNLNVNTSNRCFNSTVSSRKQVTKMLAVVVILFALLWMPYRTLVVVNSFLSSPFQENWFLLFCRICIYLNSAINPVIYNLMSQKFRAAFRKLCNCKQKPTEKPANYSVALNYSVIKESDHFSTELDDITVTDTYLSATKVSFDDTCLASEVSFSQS
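Fluo-8-loaded TRHR cells; 10 s baseline, compound added, kinetic Ca2+ fluorescence read 1/s, agonist mode.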
POLK inh: inhibitors of human DNA polymerase kappa. Potency, µM (top dose mostly 107 µM), for inactives: at the top dose activity, negative = inhibition, most hits filed as inhibitors. Q9UBT6. purified Pol kappa, fluorescent DNA synthesis assay, 10 min. 0.53% of 400,000 active; further: potency means the concentration at half of the fitted maximal effect; on the % scale 0 is the no-effect control and ±100 the full control effect
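Here, compound and 10 nM enzyme are combined for 15 min at room temperature; adding 50 nM substrate (final) starts DNA synthesis, tracked by fluorescence at 0 and 10 min against buffer-only wells.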
Pol iota inh: blocks human DNA polymerase iota activity; Potency, µM (doses to about 115 µM), without a hit: top-dose activity, negative = inhibition, most hits filed as inhibitors; Pol iota fluorescent replication assay, 10 min; AID 588590; Q9UNA4; 1% of 390,000 active; further: potency means the concentration at half of the fitted maximal effect
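Pol iota at 10 nM preincubated 15 min with compounds at room temperature; reaction started with fluorescent substrate, 50 nM final. Fluorescence read kinetically at 0 and 10 min; buffer-only wells as negative control.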
Anesthetic bind: binds horse apoferritin like a general anesthetic. P02791. apoferritin/1-aminoanthracene competitive binding, fluorescence. Potency, µM (highest dose often 77.5 µM), inactives show at the top dose activity change, negative = displacement, hits mostly inhibitors. 0.074% of 350,000 active; further: potency means the concentration at half of the fitted maximal effect; on the % scale 0 is the no-effect control and ±100 the full control effect; nearly all actives have a fitted effect of over 20% in size
Target sequence (P02791 2-175 limits assumed): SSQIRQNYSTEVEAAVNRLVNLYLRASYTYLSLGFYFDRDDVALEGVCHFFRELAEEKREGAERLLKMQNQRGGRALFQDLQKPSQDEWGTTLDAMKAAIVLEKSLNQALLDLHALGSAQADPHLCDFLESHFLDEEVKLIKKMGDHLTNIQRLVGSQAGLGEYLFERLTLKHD
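Horse-spleen apoferritin (10 uM) was mixed with 50% saturated 1-aminoanthracene in PBS, exposed to compounds for 10 min at room temperature, and read for fluorescence (ex 380 nm, em 535 nm). Competitive displacement was fitted with a four-parameter Hill equation.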
* hit, by the source's call; i = inactive; ? = inconclusive; . = no result given; & = joins results of further samples; [ ] = another dose, or the depositor's remark. Unless noted, the call rests on the fitted dose curve; in most records, active means well fitted curve in the direction sought with a large enough effect; inconclusive means small, poorly fitted or top-dose-only effect, or another doubt; inactive means no such curve, though single readings can be large; an effect the other way counts as inactive or inconclusive.

SMILES	ALOX12 inh	APEX1 inh	POLB inh	BLM inh	ERG-DNA inh	TRHR agonist	POLK inh	Pol iota inh	Anesthetic bind
CO/N=C/NC(=O)C1=NOC(CNc2ncc(C(F)(F)F)cc2Cl)C1 (configuration not stated)	184%[activator]	-2%	33%	1%	-19%	-0.2	-12%	-2%	-21%
Cc1ccc(F)c(C2=CC(=O)C[C@H](c3ccc(F)cc3)C2)c1	?	-2%	.	.	3%	-0.7	-7%	-25%	.
Cc1cc(C(=O)Cn2nnc(-c3ccc(Cl)cc3)n2)c(C)n1-c1ccccc1	-17%	-2%	-16%	2%	-2%	0.0	-13%	16%	-5%
Cc1c(NC(=O)C(C)OC(=O)CCC2CCCC2)c(=O)n(-c2ccccc2)n1C (configuration not stated)	24%	-5%	1%	-1%	5%	0.9	-4%	8%	-4%
O=C(COC(=O)C1=NN(c2ccccc2)C(=O)CC1)Nc1ccc([N+](=O)[O-])cc1C(F)(F)F	-13%	1%	.	.	-6%	0.3	-6%	14%	.
CCOc1cc(C(=O)N2CCCN(C)CC2)cc(OCC)c1OCC	-6%	-18%	-27%	-1%	1%	0.4	-16%	66%[activator]	-2%
COc1ccccc1CC(NC(C)=O)C(=O)NC1CCN(C(=O)Nc2ccc(F)cc2)CC1 (configuration not stated)	13%	12%	46%	-5%	12%	0.5	1%	13%	-8%
COC(CC(=O)NNC(=S)Nc1ccccc1)OC	-1%	?	8%	1%	0%	0.8	-10%	21%	-2%
CCc1noc(C)c1C(=O)NCCc1ccc(S(N)(=O)=O)cc1	-5%	0%	.	.	4%	0.4	9%	24%	.
COC(=O)c1ccc(CSc2ccccc2C)o1	9%	-3%	3%	-3%	-5%	0.7	-2%	?	?
CC1CC(C(=O)Nc2ccccc2)C(=O)O1 (configuration not stated)	3%	.	.	.	-8%	.	-6%	64%[activator]	.
CC(C)(O)[C@@H]1Cc2c(ccc3ccc(=O)oc23)O1	0%	0%	4%	4%	-2%	0.3	9%	-15%	-3%
CNCC(O)COc1ccccc1 (configuration not stated)	0%	2%	8%	0%	8%	0.4	-6%	8%	1%
CC(CCN1CCC(n2nccc2NC(=O)c2ccccc2Cl)CC1)c1ccccc1 (configuration not stated)	?	51%	0%	-2%	13%	2.2	0%	23%	-17%
CCOC(=O)c1cc2c(=O)n3ccccc3nc2n(Cc2ccccc2Cl)c1=N	.	4%	18%	2%	.	0.5	.	.	-1%
COc1ccc(N2CCN(C(=O)C3Cc4ccccc4CN3C(=O)c3ccccc3)CC2)cc1 (configuration not stated)	1%	-4%	-17%	-6%	-3%	0.1	-6%	132%[activator]	-18%
CN(C(=O)COC(=O)c1ccc2[nH]c3c(c2c1)CCCC3)C1CCS(=O)(=O)C1 (configuration not stated)	-3%	-4%	-16%	-7%	0%	-1.3	10%[60.1 µM]	113%[activator]	-5%
Cc1ccc2cc(C#N)c(N3CCN(C(=O)c4cccs4)CC3)nc2c1	0%	40%	3%	-9%	6%	0.2	10%	119%[activator]	-14%
Cc1ccc(S(=O)(=O)NN2C(=O)c3ccccc3NC2C)cc1 (configuration not stated)	26%	-2%	-2%	1%	-4%	0.6	-10%	-6%	9%
Nc1nc(CSc2nc3ccccc3s2)nc(Nc2ccccc2)n1	.	6%	37%	6%	.	-0.4	.	.	3%
O=C(O)C1CCNCC1	.	?	0%[57.1 µM]	.	.	.	4%[60.1 µM]	-7%[58.9 µM]	.
Cc1ccc(Cn2ccsc2=NC(=O)CCl)cc1	-3%	-4%	-13%	2%	1%	-0.4	-2%	13%	-23%
O=C(Nc1ccc2ccccc2n1)c1ccccc1	15%	16%	-2%	-5%	-6%	-1.3	-1%	-6%	-9%
O=c1c2c(nc3nc(NCc4ccccc4Cl)[nH]n13)CCC2	-9%&-18%	-2%	1%	-3%	.	-0.5	.	.	1%
O=C(Nc1ccccn1)c1c(O)c2cccc3c2n(c1=O)CCC3	i	0%	1%	0%	0%	0.5	-13%	3%	-17%
CN1CCN(CC(=O)c2cc(C(C)(C)C)c(O)c(C(C)(C)C)c2)CC1	?	4%	23%	-3%	98%[activator]	-0.1	-11%	77%[activator]	?
CCN(CC)c1nc(N2CCOCC2)nc2ccccc12	-25%	-4%	28%	7%	-6%	-0.1	-6%	-17%	-8%
Cc1ncoc1C(=O)Nc1cccc(Cl)c1	?	14%	?	-1%	-4%	-0.1	2%	3%	-8%
CC12CC(=O)C3C(CCC4=CC(=O)CCC43C)C1CC=C2CC(=O)O (configuration not stated)	-18%	.	.	.	-4%	.	-2%	47%[activator]	.
CCN1C(=O)c2cccc3c(S(=O)(=O)Nc4ccccc4)ccc1c23	.	-4%	8%	-9%	-7%	-0.8	-10%	15%	3%
COc1ccccc1CNC(=O)[C@H](Cc1c[nH]c2ccccc12)NC(=O)[C@@H]1Cc2ccccc2CN1	13%	25%	13%	0%	-7%	-0.3	-3%	13%	-3%
CCOC(=O)N1CCC(N2CCN(C3CCCC3)C(CCO)C2)CC1 (configuration not stated)	2%	3%	-15%	-2%	-6%	0.0	2%	57%[activator]	-3%
Cc1cccc(-c2nc3ccccc3c(=O)n2N)c1	259%[activator]	26%	16%	-2%	20%	-0.3	-10%	?	-9%
O=C(NCC1CCN(c2ccc(S(=O)(=O)N3CCOCC3)cc2)CC1)Nc1ccccc1	8%	-13%	5%	-7%	1%	-0.1	-15%	43%[activator]	-11%
Cc1c(C(=O)C(=O)NCCc2ccc(S(N)(=O)=O)cc2)c2ccccc2n1C	-14%	-1%	22%	2%	1%	0.0	-1%	-4%	0%
CC(C)c1ccc(OCC(=O)NCC(c2ccc(Cl)cc2)N2CCOCC2)cc1 (configuration not stated)	4%	.	6%	-8%	-2%	0.5	-12%	36%[activator]	3%

Profiles as entered above. Values in the order: ALOX12 inh	APEX1 inh	POLB inh	BLM inh	ERG-DNA inh	TRHR agonist	POLK inh	Pol iota inh	Anesthetic bind
`CC12CC(=O)C3C(CCC4=CC(=O)CCC43C)C1CC=C2CC(=O)O` (configuration not stated) as listed: -18%	.	.	.	-4%	.	-2%	47%[activator]	.
`O=C(Nc1ccccn1)c1c(O)c2cccc3c2n(c1=O)CCC3` as listed: i	0%	1%	0%	0%	0.5	-13%	3%	-17%
`O=C(NCC1CCN(c2ccc(S(=O)(=O)N3CCOCC3)cc2)CC1)Nc1ccccc1` as listed: 8%	-13%	5%	-7%	1%	-0.1	-15%	43%[activator]	-11%

(listing goes on)
SMILES	ALOX12 inh	APEX1 inh	POLB inh	BLM inh	ERG-DNA inh	TRHR agonist	POLK inh	Pol iota inh	Anesthetic bind
O=C(Nc1cccc(F)c1)[C@@H]1CCCN1	-1%	27%	0%	0%	0%	0.3	3%	-2%	-1%
O=[N+]([O-])c1cc([N+](=O)[O-])c(N2CCCCCC2)cc1NCCO	-1%	8%	13%	-5%	5%	0.4	-23%	-10%	?
O=C(CN1CCN(c2ccccc2)CC1)Nc1ccccc1C(F)(F)F	0%	-5%	0%	-4%	4%	0.2	1%	1%	-1%
Cc1cc(C)nc(N(C#N)CN2C(=O)c3ccccc3S2(=O)=O)n1	1%	2%	15%	-1%	1%	-0.1	-10%	3%	-10%
Cc1ccc(Cn2c(O)c(N=NC(=S)Nc3ccccc3F)c3ccccc32)cc1	-6%	?	22%	-5%	-12%	-0.1	-8%	-7%	-14%
O=C(Cc1ccc(-c2ccccc2)cc1)Nc1ccccc1	?	55%[activator]	0%	-2%	2%	0.8	-14%	117%[activator]	2%
C/C(=N\NC(=O)c1cccs1)c1ccncc1	?	-12%	56%	0%	?	-1.8	-4%	29%	-12%
CCC(C(=O)Nc1ccc(C(=O)OC)cc1)n1nc(-c2ccc(C)cc2)c2c(c1=O)CCCC2 (configuration not stated)	0%	.	3%	-2%	2%	0.1	2%	-3%	?
N#CCC(=O)Nc1ccc(C(=O)OCC(=O)c2ccc3c(c2)NC(=O)CO3)cc1	28%	-9%	.	.	6%	0.5	?	22µM*	.
Cc1csc(Nc2ccc(Cl)cc2)n1	?	-5%	-11%	-3%	2%	0.9	-12%	141%[activator]	?
CC1CCN(C(=O)Cn2nnnc2CN2CCOCC2)CC1	15%	22%	-3%	1%	-8%	0.1	?	?	-8%
O=C(CCN1C(=O)S/C(=C/c2ccccc2)C1=O)Nc1ccc(O)c(C(=O)O)c1	-26%	3%	43%	2%	-10%	-0.3	-6%	-16%	-11%
CC(C)(C)C(=O)CSc1nc2ncc(Br)cc2[nH]1	0%	0%	0%	-4%	-7%	1.4	-10%	1%	-8%
COc1ccccc1CNc1nc2nc(C)c(Cl)c(=O)n2[nH]1	-1%	16%	33%	1%	-14%	0.3	-6%	-7%	1%
CCOc1cccc(C2c3c(-c4cc(C)ccc4O)n[nH]c3C(=O)N2Cc2ccco2)c1 (configuration not stated)	?	.	-9%	-15%	-8%	-0.1	-28%	?	-6%
Cc1nc(Cc2nnc(SCC(=O)N3CCN(c4ccccc4)CC3)o2)cs1	?	-1%	.	.	-2%	0.2	-23%	17%	.
Cc1nnc(SCC(=O)N2CCc3ccccc32)s1	18%	5%	-4%	7%	.	0.5	-6%	17%	-11%
Cc1cc(C)c2c(=O)cc(C(=O)Nc3ccc(S(=O)(=O)Nc4nc(C)cc(C)n4)cc3)oc2c1	-6%	.	-22%	6%	3%	-1.0	-11%	?	?
Cc1ccc(-c2ccc(CCC(=O)O)n2-c2ccc(C(N)=O)cc2)cc1	9%	.	6%	2%	1%	-0.5	-1%	3%	-4%
CCCC(NCC(=O)Nc1cc(S(=O)(=O)N2CCOCC2)ccc1OC)c1ccccc1 (configuration not stated)	4%	-12%	.	.	2%	0.2	-6%	14%	.
Cc1ccc(NP(=O)(Nc2ccc(C)cc2)Nc2ccc(C)cc2)cc1	11%	-5%	-7%	-6%	-2%	-0.4	-4%	-22%	-6%

Some of the compounds tested; the hit share may differ from the screen's.
